Assay outcomes deposited in PubChem by Southern Research Specialized Biocontainment Screening Center.
Rac1 GTP hydrolysis: MgcRacGAP GTPase-activating activity inhibitors, confirmation, biochemical, ADP Hunter fluorescence | inhibition, % at 30 µM, or IC50 in µM where a hit was titrated | actives 0.6% (n = 340,000) | Rac GTPase-activating protein 1 (Homo sapiens) | MgcRacGAP-stimulated Rac1 GTP hydrolysis, ADP Hunter fluorescence; higher % means a stronger effect; GST-tagged Rac1 F28L mutant substrate;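 active = first-screen hits whose inhibition reached a set limit at any dose in the follow-up dose series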;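 also: fluorescence reports GDP produced by GAP-driven GTP hydrolysis; strong numbers were not always called active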
Starred values were filed as active, the others as inactive. Some of the compounds tested; the hit share may differ from the screen's.

Rac1 GTP hydrolysis	Compound
8%	Cc1ccc(C2NC(=S)N3C(c4ccc(C)cc4)NC(=S)N23)cc1 (stereo not given)
3%	O=CC(=Cc1ccccc1)c1ccccc1
5%	O=C(O)COc1ccc(C=C2SC(=S)N(c3ccccc3)C2=O)cc1
21%	O=c1[nH]c(CN2CCCCC2)ccc1O
3%	O=C(O)c1ccccc1C(=O)OC1CC2CCC1C2 (stereo not given)
-7%	CCCCN1CCC(CN2C(=O)C(=O)NC[C@@H]2Cc2ccccc2)CC1
6%	CCN1C[C@@H]2[C@@H]3C(=O)N(Cc4ccccc4)C(=O)[C@@H]3[C@](Cc3ccccc3)(C1=O)N2C(=O)c1ccc(Cl)c(Cl)c1
108µM*	CCN(CC)c1ccc(S(=O)(=O)N2CCOCC2)cc1NC(=O)COC(=O)/C=C/c1ccc(O)c(OC)c1
6%	COc1cccc(C2c3cc4c(cc3OC(N3CCCC3)C2C)OCO4)c1O (stereo not given)
9%	CC(=O)Nc1ccccc1NC(=O)c1ccc2c(c1)OCO2
11%	Cc1cn(CC(=O)NCc2ccc(N(C)C)cc2)c(=O)[nH]c1=O
9%	CCC[C@H]1CN(c2ccc(Br)cc2)C(=O)[C@@H]1CC(=O)Nc1ccc(OC)cc1

With a hit mark in Rac1 GTP hydrolysis, of those listed so far:
Rac1 GTP hydrolysis	Compound
108µM*	CCN(CC)c1ccc(S(=O)(=O)N2CCOCC2)cc1NC(=O)COC(=O)/C=C/c1ccc(O)c(OC)c1

Exported field by field: 4 of the compounds above.
SMILES: O=C(O)COc1ccc(C=C2SC(=S)N(c3ccccc3)C2=O)cc1
  Rac1 GTP hydrolysis: 5%

SMILES: O=c1[nH]c(CN2CCCCC2)ccc1O
  Rac1 GTP hydrolysis: 21%

SMILES: O=C(O)c1ccccc1C(=O)OC1CC2CCC1C2 (stereo not given)
  Rac1 GTP hydrolysis: 3%

SMILES: CCCCN1CCC(CN2C(=O)C(=O)NC[C@@H]2Cc2ccccc2)CC1
  Rac1 GTP hydrolysis: -7%

Two records drawn at random from the list so far:
Rac1 GTP hydrolysis	Compound
9%	CC(=O)Nc1ccccc1NC(=O)c1ccc2c(c1)OCO2
-7%	CCCCN1CCC(CN2C(=O)C(=O)NC[C@@H]2Cc2ccccc2)CC1

(more compounds)
Rac1 GTP hydrolysis	Compound
10%	C[C@@H]1CN([C@@H](C)CO)C(=O)c2cc(NC(=O)c3ccncc3)ccc2O[C@@H](C)CCCCO[C@@H]1CN(C)C(=O)Cc1ccccc1
12%	CN(C(=O)c1ccc(NC(=O)Cc2ccc(NC(=O)C3CCN(C(=O)C4CCCCC4)CC3)cc2)cc1)C1CCCC1
11%	C[C@H]1CN([C@@H](C)CO)C(=O)CCCn2nncc2CO[C@@H]1CN(C)Cc1ccc(-c2ccccc2)cc1
7%	O=C(Cn1cc(C(=O)C(=O)N2CCOCC2)c2ccccc21)Nc1cccc(C(F)(F)F)c1
4%	C#CC(C)OCC1CNC(=S)O1 (stereo not given)
14%	CC1=C(C(=O)N2CCOCC2)CC(CC(=O)NCCCCc2ccccc2)C(=O)N1Cc1ccc(F)cc1 (stereo not given)
9%	CC(=O)c1ccc(Nc2nc(-c3sc(C)nc3C)cs2)cc1
12%	C[C@@H]1CNC(=O)c2c(C(=O)N[C@H](C)c3ccccc3)ncn21
7%	CCOC(=O)Cn1c(C(F)(F)F)nc2nc(Cl)c(Cl)nc21
4%	CC1CN=C(c2ccccc2)O1 (stereo not given)
7%	COCOCCn1cc(CN2CCS(=O)(=O)N(Cc3ccc(-c4ccncc4)cc3)C(CC(C)C)C2=O)nn1 (stereo not given)
5%	CCN1C[C@@H]2[C@@H]3C(=O)N(C)C(=O)[C@@H]3[C@](CC)(C(=O)OC)N2C1=NCc1ccccc1
17%	COc1cccc(CNC(=O)c2ccc(CS(=O)Cc3ccccc3Cl)o2)c1 (stereo not given)
6%	COc1ccc(-c2c(C)nn3c(C(F)(F)F)cc(C)nc23)cc1
4%	O=C1OCCC1=COCCCCCCOC=C1CCOC1=O
4%	Cc1nc(N)nc(N)c1-c1ccc([N+](=O)[O-])cc1
14%	C[C@@H]1CNC(=O)c2c(C(=O)NCc3ccc(CNC(=O)OC(C)(C)C)cc3)ncn21
3%	COCC(O)Cn1ccnc1[N+](=O)[O-] (stereo not given)
3%	COC(=O)c1cccc(F)c1C(=O)c1cccc2ccccc12
5%	CC(C)C1C(=O)N(Cc2cn(CC3CCCCC3)nn2)CCS(=O)(=O)N1Cc1ccc(-c2ccccc2)cc1 (stereo not given)
11%	O=C(Nc1nc(-c2ccc([N+](=O)[O-])cc2)cs1)C1=COCCO1
16%	CSc1ncnc2c1ncn2CCCNCc1cccs1
14%	O=C(O)C(Cc1c[nH]c2ccccc12)NS(=O)(=O)c1ccc(F)cc1 (stereo not given)
-6%	O=C(/C=C/c1ccc2c(c1)OCO2)c1ccc(O)cc1O
2%	CCN(CC(=O)Nc1c(F)cccc1F)C(=O)Cc1cccs1
2%	CN(CC(=O)Nc1c(Cl)cccc1Cl)C(=O)c1ccc(NS(=O)(=O)c2ccc3[nH]c(=O)[nH]c3c2)cc1
8%	O=C(Nc1ccn(CCCN2CCC(N3CCOCC3)CC2)c(=O)n1)OCc1ccccc1
4%	Cn1c(=O)c2nc(SCCO)n(C)c2n(C)c1=O
4%	CC(=O)Nc1cccc(C(=O)N2CCN(S(=O)(=O)c3ccc(C4CCCCC4)cc3)CC2)c1
4%	CC(C)COc1cccc(C(=O)Nc2cc(S(=O)(=O)N3CCOCC3)ccc2N2CCCC2)c1
-1%	O=C1c2ccccc2C(=O)N1c1ccccc1
-1%	O=C(O)C1C2C=CC(O2)C1C(=O)Nc1ccccn1 (stereo not given)
8%	CCN(CC)C1Oc2cc3c(cc2C(c2cc(OC)c(OC)c(OC)c2)C1C)OCO3 (stereo not given)
3%	CCOC(=O)C1=NNC(=O)C1
9%	CC(C)CCN1CCC(CN2C(=S)NC[C@@H]2Cc2ccccc2)CC1
16%	CCOc1ccc(NS(=O)(=O)c2ccc(Cl)c(N=Nc3c(O)[nH]c(=S)[nH]c3=O)c2)cc1Br

Reformatted with each value named: part of the list above
CC(=O)Nc1cccc(C(=O)N2CCN(S(=O)(=O)c3ccc(C4CCCCC4)cc3)CC2)c1
  Rac1 GTP hydrolysis: 4%
CCN(CC(=O)Nc1c(F)cccc1F)C(=O)Cc1cccs1
  Rac1 GTP hydrolysis: 2%

Following part
Rac1 GTP hydrolysis	Compound
-21%	CCC(C)C(NC(=O)c1ccccc1)C(=O)N1CCN(C(=O)c2ccccc2)CC1 (stereo not given)
14%	C[C@H]1CN([C@@H](C)CO)C(=O)c2cc(Br)cnc2O[C@H]1CN(C)C(=O)Cc1ccccn1
10%	CCCCCCCCNS(=O)(=O)CCNCc1ccco1
2%	COC1OC2COC(c3ccccc3)OC2C(O)C1NC(C)=O (stereo not given)
12%	O=C(COc1ccc(S(=O)(=O)N2CCCC2)cc1[N+](=O)[O-])N1CCCCC1
4%	CCCn1c(=O)c(C(=O)Nc2ccccc2N)c(O)c2ccccc21
19µM*	N#CC1(Nc2ccc3c4c(cccc24)CC3)CCCCC1
15%	CC(C)C1C(=O)N(Cc2cn(CCC3OCCCO3)nn2)CCS(=O)(=O)N1Cc1ccc(-c2cccc(CO)c2)cc1 (stereo not given)
6%	CC(=O)Nc1ccc(S(=O)(=O)CC(=O)CS(=O)(=O)c2ccc(NC(C)=O)cc2)cc1
2%	Cc1ccc(-c2nnc(-c3cccc4ccccc34)o2)cc1
8%	C[C@@H](O)CNC(=O)c1[nH]cnc1C(=O)N[C@H](C)c1ccccc1
0%	COc1ccc2c(c1)CCc1cnoc1-2
4%	CCOC(=O)c1ccc(N(CC2CO2)S(=O)(=O)c2ccc(C)cc2)cc1 (stereo not given)
1%	C[C@@H]1CN([C@H](C)CO)C(=O)CCCn2nncc2CO[C@@H]1CN(C)S(=O)(=O)c1ccccc1C#N
4%	COc1cccc(NC(=O)CN(C)CC(=O)Nc2ccc(C)c(S(=O)(=O)N3CCOCC3)c2)c1
0%	C#CCN(C[C@@H]1[C@@H](OC(=O)NC2CCCC2)[C@@H](OC(=O)NC2CCCC2)Cn2c(=O)ccc(=O)n21)S(=O)(=O)c1ccc(C)cc1
-1%	CC1(C)SC(C)(C)N(C=O)C1C(=O)O (stereo not given)
9%	CCN1/C(=C/C=C2/SC(=Nc3cccc4ncccc34)N(C)C2=O)Sc2ccccc21
5%	COc1ccccc1NC(=O)CSc1n[nH]c(-c2ccco2)n1
-5%	N=C1C(=O)NC(=O)C1c1ccccc1 (stereo not given)
1%	CCOC(=O)CNC(=O)N1C[C@H]2CON(C)[C@H]2C[C@H]1c1ccccc1Br
21µM*	CCOC(=O)c1oc2cc(O)cc(C)c2c1C
11%	C[C@@H]1CN([C@@H](C)CO)C(=O)c2cc(NC(=O)Nc3ccccc3)ccc2O[C@@H](C)CCCCO[C@H]1CN(C)C(=O)Nc1ccc(C(F)(F)F)cc1
18%	NC(=S)NN=C1CCCCCCCC1
4%	CC(OC(=O)CCNS(=O)(=O)c1ccccc1)C(=O)Nc1ccc(S(=O)(=O)N2CCCCC2)cc1 (stereo not given)
15%	C(=Cc1c[nH]c2ccccc12)c1nccc2ccccc12
-1%	CCCCN(C(=O)c1cccc(N2C(=O)c3ccccc3C2=O)c1)c1c(N)n(CCCC)c(=O)[nH]c1=O
5%	C#CCOCCOCCOCCNc1nc(N2CCOCC2)nc(N2CCN(C(=O)[C@H](CCCCN)n3cc(CCC(=O)O)nn3)CC2)n1
2%	CN(CCOc1ccc(Cl)cc1)C(=O)c1cccc(S(=O)(=O)N2CCN(c3ccc(F)cc3)CC2)c1
-12%	NC(=O)c1ncn([C@@H]2O[C@H](CNCc3cnc(N4CCOCC4)nc3)[C@@H](O)[C@H]2O)n1
-1%	CCSc1nc2nccnc2c(=O)[nH]1
3%	COc1ccc(NC(=O)c2cc(S(=O)(=O)N3CCOCC3)ccc2C)cc1S(=O)(=O)N1CCCCC1
6%	Cc1ccc(S(=O)(=O)N2CCC(=O)CC2c2ccccc2)cc1 (stereo not given)
0%	COc1ccccc1CC(=O)c1ccccc1OC
3%	CCN(C(=O)COC(=O)c1c2c(nc3ccccc13)CCC2)c1c(N)n(Cc2ccccc2)c(=O)[nH]c1=O
13%	CC1(CCc2ccccc2)NC(=O)N(CC(=O)N2CCc3ccccc32)C1=O (stereo not given)
3%	Oc1cccc(C=NN=C2c3ccccc3-c3ccccc32)c1
1%	COC(=O)C(=Cc1ccncc1)c1cccc2ccccc12
10%	O=C(CSc1nc2scc(-c3cccs3)c2c(=O)n1CCc1ccccc1)N1CCCC1
-7%	O=C(c1ccccc1)N1N=C(c2ccc(F)cc2)CC1c1ccc(F)cc1 (stereo not given)
8%	O=C1NC[C@H](Cc2ccccc2)N(CC2CCN(CCCCc3ccccc3)CC2)C1=O
14%	CC(OC(=O)C1=COCCO1)C(=O)NC1CCCCC1 (stereo not given)
5%	O=C(OCc1cn([C@@H]2C[C@H](c3ccc(Cl)cc3)N(C(=O)C3CCCCC3)C[C@H]2O)nn1)c1ccccc1
11%	CCOC(=O)c1ccccc1NC(=O)CSc1nc2c(sc(=S)n2CC)c(=O)[nH]1
6%	COc1ccc(CNS(=O)(=O)CCNCc2ccccc2OC)cc1
9%	O=C1c2ccccc2C(=O)N1CCCn1c2ccc(Cl)cc2c2nc3ccccc3nc21
6%	O=C1OC(c2ccccc2)=CC1=Cc1ccccc1O
9%	CCCCNCCS(=O)(=O)NCc1ccc(OC)cc1
3%	O=C(Nc1cccc(C(=O)N2CCCC2)c1)C1CCC1
2%	COCOCCn1cc(CN2CCS(=O)(=O)N(Cc3ccc(-c4ccc(F)cc4)cc3)C(CC(C)C)C2=O)nn1 (stereo not given)
18%	CCCn1c(SCC(=O)N(C)C2CCCCC2)n[nH]c1=O
-3%	NC(=S)NN=C1c2ccccc2-c2cc(Br)ccc21
10%	Cc1cc(-c2nc3ccccc3s2)ccc1N
10%	COc1cc(/C=C/C(=O)Nc2ccc(S(=O)(=O)Nc3onc(C)c3C)cc2)cc(OC)c1OC
3%	Cc1nn(-c2ncccn2)c2c1C(=O)CC(C)(C)C2Br (stereo not given)
6%	Cc1cccc(NC(=O)CN2C(=O)C3CC=CCC3C2=O)c1C (stereo not given)
17%	NS(=O)(=O)c1cccc(C(=O)N2CCCc3ccccc32)c1
16%	O=c1cnc2ccccc2n1Cc1ccccc1
-1%	Cc1cc2c(cc1C)C(=O)C(Br)=C(N)C2=O
4%	CC(C)(C)S(=O)N1Cc2cc(CO)cc(-c3ccccc3)c2[C@H]1CCO (stereo not given in full)

Additional entries follow:
Rac1 GTP hydrolysis	Compound
5%	OC(CNCCN1CCNCC1)Cc1ccccc1 (stereo not given)
-5%	Cc1cc2nc[nH]c(=O)n2n1
15%	CC(C)NC(=O)Nc1ccc2c(c1)C(=O)N([C@@H](C)CO)C[C@@H](C)[C@H](CN(C)Cc1ccccc1)OCCCC[C@H](C)O2
14%	CC(C)Cn1c(SCC(=O)NC2CC2)nc2ccc(Cl)cc2c1=O
13%	CCOC(=O)C(CC1=CS(=O)(=O)c2ccc(Cl)cc21)(NC(C)=O)C(=O)OCC
0%	O=C(NN=Cc1ccccc1O)C1CC1
4%	COC(=O)c1c(C)[nH]c(C(=O)COC(=O)CCc2ccc(OC)c(OC)c2)c1C
18%	CCOC(=O)C1(C(=O)OCC)C(C)CC(=O)N1c1ccccc1OC (stereo not given)
9%	COc1cccc(CNC(=O)COC(=O)c2ccc(-c3ccc(O)cc3)cc2)c1
15%	O=[N+]([O-])c1cccnc1Nc1ccc(Cl)cc1
17%	COCCNC(=S)N(CCCO)Cc1cc2cc3c(cc2[nH]c1=O)OCO3
